# Assay outcomes (PubChem)
# BRCA1 expr act: increases BRCA1 expression; MCF7-BRCA1-FFLuc reporter, luminescence, 48 h; response scale: scaled: vehicle 0%, 10 µM genistein 100%; Potency, µM (doses to about 46.1 µM), for inactives: top-dose activation, actives largely listed as activators; hit rate 1.1% among 380,000; note: potency is the fitted concentration of half-maximal effect; nearly all actives have a fitted effect of over 80% in size; some results filed as inactive show a strong effect at the top dose
#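 48 h compound treatment of MCF7-BRCA1-FFLuc cells (phenol-red free MEM, 37 °C), then 15 min with luciferase substrate and luminescence imaging.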
# PTAP TSG101 blk: blocks PTAP/TSG101 interaction to inhibit HIV-1 budding | Potency, µM (series often up to 115 µM), for inactives: at the top dose activity change, negative = inhibition, hits mostly inhibitors | 340,000 tested, under 10 active | Q99816 | Fluorescence polarization, FITC-PTAP peptide / Tsg101 binding; active = well fitted inhibition curve with a large enough effect in the main read-out, with a control signal flat, not every such curve was filed as active; inconclusive = small, poorly fitted or top-dose-only effect, or effect the other way, or a change in a side signal; inactive = no such curve, though single readings can be large or run the other way; note: potency is the fitted concentration of half-maximal effect; % of control where 0% means no effect
#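 Fluorescence polarization binding of Tsg101 binding domain (10 uM final) to FITC-labeled PTAP peptide (50 nM final) in HEPES pH 7.5 buffer with NaCl, Tween 20, EDTA, TCEP. Compounds added before peptide; binding 20 min at RT.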
# TCR act: activators of T cell receptors. primary human leukocytes, anti-CD3, IL-2 HTRF, 48 h. Potency, µM (titrated, usually from 9.22 µM), inactives show top-dose activation of IL-2 secretion, actives largely listed as activators. AID 504894. 330,000 tested, under 10 active; note: % of control where 0% means no effect
#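 HTRF read-out of IL-2 secretion: europium cryptate donor excited at 320nm, d2 acceptor emission at 665nm. Cells were primary human leukocytes incubated 48 hr with compounds and a-CD3 beads, supplying TCR signal only.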
# Integrin act MD: activates integrin-mediated alleviation for muscular dystrophy. alpha7betagal myoblasts, beta-gal FDG fluorescence, 48 h. Potency, µM (doses to about 38.3 µM), for the others: top-dose activation, usual class: activators. hit rate 0.064% among 350,000. AID 624291;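 note: potency is the fitted concentration of half-maximal effect; 100% = response of the positive control SU9516; nearly all actives have a fitted effect of over 60% in size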
#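 alpha7betagal+/- myoblasts (passage 13, 250/well) treated 48 h at 37C with compounds at 1:260 dilution of DMSO stock. Lysed, then beta-galactosidase activity read as FDG fluorescence (ex 480/em 540) after 30 min, with pre-read for autofluorescence.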
# MLL CXXC-DNA inh: blocks binding of human MLL CXXC domain to DNA; Potency, µM (highest dose often 115 µM), inactives show at the highest dose activity change, negative = inhibition, hits mostly inhibitors; Q03164; MLL-CXXC / FITC-HOXA9 DNA fluorescence polarization; hit rate 0.037% among 290,000; AID 2662; active = well fitted inhibition curve with a large enough effect in the polarisation, with a control signal flat, not every such curve was filed as active; inconclusive = small, poorly fitted or top-dose-only effect, or effect the other way, or a change in a side signal; inactive = no such curve, though single readings can be large or run the other way; the % refers to the polarisation; note: potency is the fitted concentration of half-maximal effect
# Target sequence (Q03164 whole entry, looked up, the tested form may be a part): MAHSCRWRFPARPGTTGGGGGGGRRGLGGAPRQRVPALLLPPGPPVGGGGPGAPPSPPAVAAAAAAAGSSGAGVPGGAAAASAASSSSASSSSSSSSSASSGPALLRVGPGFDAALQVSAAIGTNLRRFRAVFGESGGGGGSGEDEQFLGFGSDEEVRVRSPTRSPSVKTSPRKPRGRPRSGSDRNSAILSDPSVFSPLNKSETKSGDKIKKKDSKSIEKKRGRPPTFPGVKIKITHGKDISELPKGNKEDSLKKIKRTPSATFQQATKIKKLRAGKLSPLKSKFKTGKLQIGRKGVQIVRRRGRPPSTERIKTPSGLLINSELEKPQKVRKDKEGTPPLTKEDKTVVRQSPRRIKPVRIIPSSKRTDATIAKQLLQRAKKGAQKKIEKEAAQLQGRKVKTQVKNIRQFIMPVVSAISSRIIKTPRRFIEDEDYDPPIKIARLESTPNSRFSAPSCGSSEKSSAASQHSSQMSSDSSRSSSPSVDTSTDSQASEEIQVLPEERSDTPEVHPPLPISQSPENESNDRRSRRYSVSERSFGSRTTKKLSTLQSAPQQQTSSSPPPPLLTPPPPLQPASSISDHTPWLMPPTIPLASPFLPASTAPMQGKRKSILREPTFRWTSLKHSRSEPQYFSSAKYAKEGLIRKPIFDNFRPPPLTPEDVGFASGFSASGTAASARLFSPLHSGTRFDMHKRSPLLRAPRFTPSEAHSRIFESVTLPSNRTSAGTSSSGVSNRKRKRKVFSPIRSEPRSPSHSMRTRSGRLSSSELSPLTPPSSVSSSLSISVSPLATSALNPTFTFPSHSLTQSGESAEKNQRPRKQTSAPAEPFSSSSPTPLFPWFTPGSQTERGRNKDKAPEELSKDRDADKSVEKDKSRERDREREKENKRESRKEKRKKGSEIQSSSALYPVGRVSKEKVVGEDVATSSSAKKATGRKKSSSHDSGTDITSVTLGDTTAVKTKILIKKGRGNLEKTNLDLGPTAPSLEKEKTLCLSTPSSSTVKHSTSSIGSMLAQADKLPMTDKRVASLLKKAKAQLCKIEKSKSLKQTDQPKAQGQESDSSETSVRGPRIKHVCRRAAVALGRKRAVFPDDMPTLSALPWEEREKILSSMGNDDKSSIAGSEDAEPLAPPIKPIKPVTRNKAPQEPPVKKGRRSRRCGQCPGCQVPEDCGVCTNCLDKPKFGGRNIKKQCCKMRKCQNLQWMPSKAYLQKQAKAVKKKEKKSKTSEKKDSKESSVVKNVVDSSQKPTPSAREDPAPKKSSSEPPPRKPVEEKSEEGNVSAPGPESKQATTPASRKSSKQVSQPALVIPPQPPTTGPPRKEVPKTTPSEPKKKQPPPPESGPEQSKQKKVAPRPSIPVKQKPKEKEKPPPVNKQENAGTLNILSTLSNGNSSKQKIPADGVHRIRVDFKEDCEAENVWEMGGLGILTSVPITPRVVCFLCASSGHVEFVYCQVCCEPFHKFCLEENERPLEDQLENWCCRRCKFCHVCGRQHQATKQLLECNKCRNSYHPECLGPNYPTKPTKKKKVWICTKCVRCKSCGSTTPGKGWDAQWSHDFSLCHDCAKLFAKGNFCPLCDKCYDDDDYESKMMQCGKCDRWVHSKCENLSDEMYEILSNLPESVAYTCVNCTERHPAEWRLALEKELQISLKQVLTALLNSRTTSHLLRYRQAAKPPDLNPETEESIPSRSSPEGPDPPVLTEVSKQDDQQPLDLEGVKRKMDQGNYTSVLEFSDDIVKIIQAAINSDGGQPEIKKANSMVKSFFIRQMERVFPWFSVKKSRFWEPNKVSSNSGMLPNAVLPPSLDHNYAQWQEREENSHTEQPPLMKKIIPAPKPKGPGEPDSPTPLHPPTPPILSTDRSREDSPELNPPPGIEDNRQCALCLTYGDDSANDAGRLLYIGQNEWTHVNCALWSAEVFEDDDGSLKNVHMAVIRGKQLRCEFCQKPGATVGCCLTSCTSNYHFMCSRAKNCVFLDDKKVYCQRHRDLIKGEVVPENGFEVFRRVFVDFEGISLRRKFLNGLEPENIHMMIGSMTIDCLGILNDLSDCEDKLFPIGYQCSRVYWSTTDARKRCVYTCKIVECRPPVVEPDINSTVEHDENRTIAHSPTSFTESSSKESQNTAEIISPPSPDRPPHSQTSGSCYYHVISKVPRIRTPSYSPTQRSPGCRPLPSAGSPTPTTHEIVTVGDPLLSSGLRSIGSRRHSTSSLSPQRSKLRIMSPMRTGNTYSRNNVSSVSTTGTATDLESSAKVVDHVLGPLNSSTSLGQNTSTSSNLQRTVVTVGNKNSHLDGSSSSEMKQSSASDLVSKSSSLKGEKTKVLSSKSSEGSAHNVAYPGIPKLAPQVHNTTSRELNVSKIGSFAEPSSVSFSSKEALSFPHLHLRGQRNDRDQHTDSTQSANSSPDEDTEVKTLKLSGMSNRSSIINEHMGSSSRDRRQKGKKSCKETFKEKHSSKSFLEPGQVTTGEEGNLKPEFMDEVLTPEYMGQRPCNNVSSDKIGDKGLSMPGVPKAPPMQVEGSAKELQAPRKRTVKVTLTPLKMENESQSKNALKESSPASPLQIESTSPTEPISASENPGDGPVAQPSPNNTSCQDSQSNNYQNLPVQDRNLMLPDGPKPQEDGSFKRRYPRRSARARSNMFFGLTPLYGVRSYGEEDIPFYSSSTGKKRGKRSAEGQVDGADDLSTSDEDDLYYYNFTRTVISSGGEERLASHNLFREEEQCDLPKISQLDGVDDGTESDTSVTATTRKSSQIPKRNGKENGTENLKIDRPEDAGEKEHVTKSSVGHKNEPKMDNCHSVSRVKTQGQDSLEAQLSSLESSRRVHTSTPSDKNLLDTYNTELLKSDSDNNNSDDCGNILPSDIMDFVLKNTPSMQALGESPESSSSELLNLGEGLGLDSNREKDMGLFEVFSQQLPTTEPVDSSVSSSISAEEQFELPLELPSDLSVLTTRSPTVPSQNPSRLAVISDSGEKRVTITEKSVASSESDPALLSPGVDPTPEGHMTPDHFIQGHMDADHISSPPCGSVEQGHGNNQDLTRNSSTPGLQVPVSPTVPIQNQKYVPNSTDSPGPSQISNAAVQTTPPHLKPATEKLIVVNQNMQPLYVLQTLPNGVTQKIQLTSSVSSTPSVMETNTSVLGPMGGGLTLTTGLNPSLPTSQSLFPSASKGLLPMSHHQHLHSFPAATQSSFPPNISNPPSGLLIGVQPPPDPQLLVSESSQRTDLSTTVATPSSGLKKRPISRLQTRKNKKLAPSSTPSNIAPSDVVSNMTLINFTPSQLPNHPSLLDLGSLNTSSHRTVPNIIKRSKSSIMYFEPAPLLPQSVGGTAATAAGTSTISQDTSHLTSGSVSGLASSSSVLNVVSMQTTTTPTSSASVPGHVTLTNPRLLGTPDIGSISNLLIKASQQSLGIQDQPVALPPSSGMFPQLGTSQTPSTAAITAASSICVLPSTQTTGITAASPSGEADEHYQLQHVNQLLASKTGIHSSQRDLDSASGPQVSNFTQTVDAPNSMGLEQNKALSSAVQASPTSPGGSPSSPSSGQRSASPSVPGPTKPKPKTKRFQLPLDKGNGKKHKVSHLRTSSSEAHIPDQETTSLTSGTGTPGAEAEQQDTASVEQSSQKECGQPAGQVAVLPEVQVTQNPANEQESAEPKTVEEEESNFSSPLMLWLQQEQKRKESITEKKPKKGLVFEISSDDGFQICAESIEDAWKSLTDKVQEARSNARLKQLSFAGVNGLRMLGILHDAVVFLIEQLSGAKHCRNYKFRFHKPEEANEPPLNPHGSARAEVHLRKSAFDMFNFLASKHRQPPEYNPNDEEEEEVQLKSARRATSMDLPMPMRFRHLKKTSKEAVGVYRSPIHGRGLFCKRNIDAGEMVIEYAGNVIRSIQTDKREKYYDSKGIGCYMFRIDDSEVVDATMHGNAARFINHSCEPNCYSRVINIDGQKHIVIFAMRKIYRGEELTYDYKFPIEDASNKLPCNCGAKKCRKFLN
#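 Purified MLL-CXXC (added from a 7 uM solution) was preincubated 5 min at ambient with pinned compounds in 50 mM Tris-HCl pH 7.5, 50 mM NaCl, 1 mM DTT, 0.05% BSA. Fluorescein-labeled HOX-A9 DNA (50 nM solution) followed, 30 min, then polarization read.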
# AT treatment: candidate therapy for ataxia-telangiectasia; […] A-T fibroblasts, KAP-1 phosphorylation AlphaLISA; neocarzinostatin DNA damage 30 min before lysis; hit rate 0.19% among 320,000; Potency, µM (titrated, usually from 57.5 µM), without a hit: at the highest dose activation, hits mostly activators; AID 485349; note: potency is the fitted concentration of half-maximal effect; % of control where 0% means no effect; nearly all actives have a fitted effect of over 45% in size
#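 ATM-like activity read as KAP-1 phosphorylation via AlphaLISA donor/acceptor antibody pairs after lysis and 6 hr at 25C. Cells were ATM-null patient fibroblasts ([…], hTERT), dosed 60 min, then exposed to the DSB inducer NCS for 30 min.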
# B2AR arrestin: beta2AR (human) beta-arrestin recruitment activity; P07550; beta-arrestin recruitment to beta2AR, cell-based reporter; Potency, µM (top dose mostly 46.1 µM), for the others: at the highest dose activation, most hits filed as activators; hit rate 0.02% among 330,000;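 note: potency is the fitted concentration of half-maximal effect; 0% = DMSO controls and full agonism = EC100 isoproterenol or metaproterenol; nearly all actives have a fitted effect of over 65% in size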
# TRPV1 ag: activates the human vanilloid receptor TRPV1; TRPV1-expressing cells, Fluo-8 calcium influx, agonist mode; AID 540275; hit rate 0.19% among 320,000; Q8NER1; activation, % at 8.33 µM; in the data active = activation above about 80%; inconclusive = between about 30% and that limit; note: 0% is about no effect
#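 Cells expressing TRPV1 were dye-loaded with Fluo-8 and read kinetically: 10 s baseline, 3 min after compound (agonist portion), then 2 min after EC20 capsaicin (allosteric enhancer portion). Calcium-bound dye fluorescence at 480/520 nm.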
# ELG1 DNA repair: ELG1-dependent DNA repair inhibition; HEK293T ELG1-luciferase reporter, luminescence, 16 h; DNA damage induced by 5-fluorouridine; Potency, µM (highest dose often 46.1 µM), for inactives: top-dose activity change, negative = inhibition, actives largely listed as inhibitors; hit rate 2.3% among 330,000; AID 504467; note: potency is the fitted concentration of half-maximal effect; % is set by controls: 0 for no effect and ±100 for the full control effect; nearly all actives have a fitted effect of over 55% in size
#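 Luminescence from the luciferase reporter, measured 30 min after ONE-Glo reagent at room temperature, was the read-out. Beforehand, 2,000 cells per well were exposed for 16 hr at 37 °C to 5-fluorouridine together with compound or vehicle.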
# p53 reactivator: restores transcriptional activity of mutant p53. H1299 p53-A138V BP100-luciferase reporter, luminescence, 24 h. Potency, µM (series often up to 92.2 µM), for the others: at the highest dose activity change, positive = activation, most hits filed as activators. AID 504706. hit rate 0.063% among 320,000; note: potency is the fitted concentration of half-maximal effect; % of control where 0% means no effect; nearly all actives have a fitted effect of over 45% in size
#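 p53-null H1299 cells stably carrying temperature-sensitive p53-A138V and a BP100-luciferase reporter were pinned with compounds (4-point, 1:5 series) and held 24 hrs at 37 deg C. Luminescence was read 10 min after detection reagent.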
# The depositor's hits bear a star; ? = inconclusive; nt = no result given; [ ] = dose if it differs, or a comment. Unless noted, calls come from the whole dose curve; as a rule, active = well fitted curve in the direction sought with a large enough effect; inconclusive = small, poorly fitted or top-dose-only effect, or another doubt; inactive = no such curve, though single readings can be large; an effect the other way counts as inactive or inconclusive.
SMILES,BRCA1 expr act,PTAP TSG101 blk,TCR act,Integrin act MD,MLL CXXC-DNA inh,AT treatment,B2AR arrestin,TRPV1 ag,ELG1 DNA repair,p53 reactivator
COc1ccc(NC(=O)CC2S/C(=N\c3nccs3)N(C)C2=O)cc1 (configuration not stated),28%,-2%,-3%,-20%,1%,3%,-0.3%,10,-3%,3%
COc1ccccc1NC(=O)c1cccc(S(=O)(=O)N2CCN(c3ccccc3)CC2)c1,-12%,-5%,2%,-15%,nt,4%,0.0%,0,?,-8%
N#CCC(=O)N1CCn2c1nc1ccccc12,-9%,0%,-1%,22%,5%,2%,0.4%,1,0%,6%
CCOC(=O)c1cc2c(c(CSc3nc4ccccc4c(=O)n3Cc3ccco3)c1)OCOC2,-4%,-5%,-6%,16%,9%,-3%,0.0%,0,-1%,?
Cc1cccc(NC(=O)c2ccc3ccccc3n2)c1C,33%,0%,-2%,21%,-8%,12%,1.0%,22,?,?
CCOc1ccccc1N1CCN(C(=O)c2cc(S(=O)(=O)N3CCCCC3)ccc2C)CC1,-23%,-6%,14%,25%,nt,11%,0.2%,22,?,-6%
O=C(NC1CCCCC1)c1ccc(S(=O)(=O)c2ccccc2Cl)c([N+](=O)[O-])c1,nt,nt,5%,nt,-9%,-1%,-0.2%,?,5.8µM*,3%
COc1ccccc1/C=C/CN1CCSCC1,22%,-3%,nt,8%,3%,-3%,-1.1%,-2,-4%,nt
Cc1ccc(SCCN2C(=O)NC(C)(C)C2=O)cc1,2%,1%,0%,-3%,4%,-1%,-0.8%,16,1%,-3%
COc1ccc(Cl)cc1NC(=O)c1nc2nc(C)cc(C(F)F)n2n1,14%,-3%,-3%,-14%,9%,4%,-0.1%,0,-9%,-1%
O=C(NCCC(c1ccccc1)c1ccccc1)c1cnccn1,-28%,-1%,-3%[46.1 µM],-23%,-2%,-7%,0.0%,?,-15%,-18%
O=C(Oc1ccc(Br)cc1)c1cccc(S(=O)(=O)N2CCOCC2)c1,-4%,-6%,-3%,8%,11%,-5%,-0.1%,?,1%,2%
Cc1ccc(OCC(=O)N/N=C/c2cc([N+](=O)[O-])ccc2N2CCCCC2)cc1,-3%,1%,3%[46.1 µM],-11%,22%,1%,-0.8%,4,-10%,1%
Cc1ccc2nc(N(CCCN(C)C)C(=O)c3ccc(S(=O)(=O)N4CCc5ccccc5C4)cc3)sc2c1,-104%[inhibitor],0%,nt,-60%[inhibitor],16%,?,5.8%,7,-19%,9%
Fc1c(F)c(F)c(CSc2nc3ccccc3[nH]2)c(F)c1F,36%,-2%,nt,3%,2%,10%,-0.3%,-12,?,?

# Reprinted at random: 4 records from the list.
SMILES,BRCA1 expr act,PTAP TSG101 blk,TCR act,Integrin act MD,MLL CXXC-DNA inh,AT treatment,B2AR arrestin,TRPV1 ag,ELG1 DNA repair,p53 reactivator
Fc1c(F)c(F)c(CSc2nc3ccccc3[nH]2)c(F)c1F,36%,-2%,nt,3%,2%,10%,-0.3%,-12,?,?
Cc1ccc(OCC(=O)N/N=C/c2cc([N+](=O)[O-])ccc2N2CCCCC2)cc1,-3%,1%,3%[46.1 µM],-11%,22%,1%,-0.8%,4,-10%,1%
O=C(NC1CCCCC1)c1ccc(S(=O)(=O)c2ccccc2Cl)c([N+](=O)[O-])c1,nt,nt,5%,nt,-9%,-1%,-0.2%,?,5.8µM*,3%
COc1ccc(Cl)cc1NC(=O)c1nc2nc(C)cc(C(F)F)n2n1,14%,-3%,-3%,-14%,9%,4%,-0.1%,0,-9%,-1%

# Remaining list, next part
SMILES,BRCA1 expr act,PTAP TSG101 blk,TCR act,Integrin act MD,MLL CXXC-DNA inh,AT treatment,B2AR arrestin,TRPV1 ag,ELG1 DNA repair,p53 reactivator
Cc1ccc(NC(=O)CC2=NC(=O)C(CC(=O)Nc3ccccc3F)S2)cc1 (configuration not stated),48%,1%,8%,21%,0%,0%,0.3%,3,15%,24%
CC(=O)Nc1ccc(NC(=O)c2ccc([N+](=O)[O-])cc2Cl)cc1,2%,-5%,-2%,-52%[inhibitor],?,-3%,0.1%,9,8%,-1%
CCc1ccc(C2C(C(C)=O)=C(C(=O)OC)Nc3nnnn32)cc1 (configuration not stated),13%,1%,0%[46.1 µM],13%,-1%,-1%,0.4%,0,13%,3%
COCO/C=C(\NC(C)=O)c1ccccc1,12%,5%,4%,27%,nt,-11%,0.2%,0,?,22%
COc1ccc(N2CC(NC(=O)NCCC(C)C)CC2=O)cc1 (configuration not stated),-31%,-4%,6%[46.1 µM],12%,1%,1%,0.5%,1,-3%,0%
COc1ccc2cc(C(c3nnnn3C(C)(C)C)N3CCc4ccccc4C3)c(=O)[nH]c2c1 (configuration not stated),nt,nt,nt,nt,12%,-7%,0.2%,3,?,-11%
N#CCCN(CCC#N)C(=O)COc1ccc(Cl)cc1Cl,0%,-1%,-2%[46.1 µM],35%[7.66 µM],1%,-1%,-0.5%,-2,?,0%
C#CCNC(=O)C1=C[C@@H](c2ccc(Br)cc2)C[C@@H](OCCCCO)O1,16%,nt,-2%,1%,-14%,-10%,0.5%,3,6%,-5%
CCOC(=O)/C(C#N)=C\c1ccc(N2CCN(C/C=C/c3ccccc3)CC2)cc1,-24%,?,0%[46.1 µM],-32%,?,-2%,0.7%,19,?,28%
CC(NC(=O)c1ccc(F)cc1)C1CC2CCC1C2 (configuration not stated),-11%,0%,-1%,-4%,-23%,-4%,0.2%,?,-10%,-7%
COc1cccc(CN2CC(C(=O)NCCn3cccn3)CCC2=O)c1 (configuration not stated),-18%,0%,-1%,0%,10%,3%,0.2%,1,0%,0%
COC(=O)c1cccc(NC(=S)Nc2cc(Cl)ccc2OC)c1,4%,0%,1%,?,-9%,2%,-0.5%,6,10%,0%
CCc1cccc2c1NC(=O)[C@]21[C@@H]2C(=O)N(Cc3ccccc3)C(=O)[C@@H]2[C@@H]2CCCN21,-53%,-4%,3%,-15%,-1%,-2%,-0.5%,0,-16%,-3%
CCN1C(=O)/C(=C2/C=Cc3cc(C)ccc3N2CC)N(C)C1=S,-35%,-1%,9%[46.1 µM],-53%[inhibitor],-1%,-4%,-0.9%,-4,-19%,-31%[inhibitor]
O=C(/C=C/c1ccccc1F)N1CCN(c2ccccn2)CC1,71%,-1%,-18%,13%,12%,5%,-0.3%,?,?,18%

# Sorted by count of non-hydrogen atoms (ascending): three of the compounds above.
SMILES,BRCA1 expr act,PTAP TSG101 blk,TCR act,Integrin act MD,MLL CXXC-DNA inh,AT treatment,B2AR arrestin,TRPV1 ag,ELG1 DNA repair,p53 reactivator
COC(=O)c1cccc(NC(=S)Nc2cc(Cl)ccc2OC)c1,4%,0%,1%,?,-9%,2%,-0.5%,6,10%,0%
CCOC(=O)/C(C#N)=C\c1ccc(N2CCN(C/C=C/c3ccccc3)CC2)cc1,-24%,?,0%[46.1 µM],-32%,?,-2%,0.7%,19,?,28%
COc1ccc2cc(C(c3nnnn3C(C)(C)C)N3CCc4ccccc4C3)c(=O)[nH]c2c1 (configuration not stated),nt,nt,nt,nt,12%,-7%,0.2%,3,?,-11%

# More compounds follow:
SMILES,BRCA1 expr act,PTAP TSG101 blk,TCR act,Integrin act MD,MLL CXXC-DNA inh,AT treatment,B2AR arrestin,TRPV1 ag,ELG1 DNA repair,p53 reactivator
Cc1ccc(-n2c(C)cc(/C=N/NC(=O)c3ccc(CN4CCOCC4)cc3)c2C)cc1,-43%,-5%,-2%,-5%,1%,-2%,-0.1%,10,-3%,1%
COC(=O)c1ccc(Cl)c(NC(=O)CN2CCN(C)CC2)c1,18%,-1%,6%,2%,-7%,-3%,-2.0%,-1,-4%,-1%
CCCc1cc(CN(C)C(=O)CC2C(=O)NCCN2Cc2ccccc2C)[nH]n1 (configuration not stated),-23%,nt,-3%,-11%,5%,6%,-0.3%,0,-1%,0%
COc1cc(C(=O)Nc2cccc(-c3nc4cc(C)ccc4o3)c2)cc(OC)c1OC,16%,-1%,4%,-19%,-5%,-18%,-0.4%,-2,15µM*,11%
CC(C)Cn1cnc2c(SCc3ccccc3Cl)nc(N)nc21,-2%,0%,0%,-9%,nt,nt,nt,nt,nt,nt
COc1ccc(CNCc2cc(Cl)ccc2O)cc1,1%,-2%,-6%,-10%,nt,19%,0.4%,0,11%,4%
O=C(CSc1nnc(-c2cccnc2)n1Cc1ccccc1)NCc1ccco1,2%,-11%,1%,-24%,0%,18%,-0.5%,-3,-4%,-6%
CCOC(=O)N1CCN(C(=O)C(C)n2nc(C)n3c(cc4sccc43)c2=O)CC1 (configuration not stated),-27%,-5%,-1%,-28%,4%,nt,-1.5%,-2,?,0%
COc1ccc(S(=O)(=O)Cc2ccc(C(=O)N3CCN(c4ccccc4F)CC3)o2)cc1,-19%,-3%,-4%,-5%,-7%,13%,0.1%,-1,-15%,-4%
O=P(O)(O)CP(=O)(O)O,nt,nt,nt,nt,-4%,5%,-0.1%,-4,1%,3%

# Rows were taken by chance; any-hit rate near 3.8%.
